# GRK2 aptamer HTS: compounds blocking aptamer binding on GRK2 – biochemical, human GRK2, bead flow cytometry, HTS, primary screen. 330,000 tested, 0.59% active. inhibition of aptamer binding, % at 10 µM. FAM-aptamer displacement from GRK2;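 active means inhibition of aptamer binding above 40%, roughly 3 SD of noise, on plates passing a quality check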;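 further: median bead fluorescence of bound FAM aptamer so fluorescent compounds give negative values; no value below 0 was filed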
# MCL1 BIM primary: inhibitors of MCL1 binding to BIM-BH3, primary screen, biochemical, fluorescence polarization; 320,000 tested, 0.68% active; GST-MCL1 / FITC-Bim-BH3 fluorescence polarization; Induced myeloid leukemia cell differentiation protein Mcl-1 (Homo sapiens), Q07820; inhibition, % at 10.9 µM;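 active means inhibition above the mean inhibition of all tested compounds plus 3 SD, set per campaign, cut at about 40% in these data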;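 further: 0% = DMSO wells and 100% = unlabeled Bim-BH3 peptide control; higher means more loss of mP so more displacement of Bim peptide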
# Target sequence (Q07820 whole entry, looked up): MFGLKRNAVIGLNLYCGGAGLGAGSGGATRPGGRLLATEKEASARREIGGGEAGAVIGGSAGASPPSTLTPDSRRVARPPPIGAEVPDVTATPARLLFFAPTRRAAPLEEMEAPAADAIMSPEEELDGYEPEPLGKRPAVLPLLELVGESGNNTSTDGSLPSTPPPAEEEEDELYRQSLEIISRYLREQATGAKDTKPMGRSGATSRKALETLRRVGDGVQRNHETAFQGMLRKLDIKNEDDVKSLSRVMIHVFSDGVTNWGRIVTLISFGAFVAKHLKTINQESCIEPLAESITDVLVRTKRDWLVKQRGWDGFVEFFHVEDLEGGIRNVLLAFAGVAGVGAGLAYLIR
# Efflux pump inh: inhibitors of Candida efflux pumps in yeast, primary screen, S. cerevisiae, Nile Red, multiplex; S. cerevisiae Candida pump triplex; 330,000 tested, 0.44% active; inhibition, % at 10 µM;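 active means plate passing quality check with inhibition over a set limit, or well fluorescence over plate mean plus 4 SD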;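 further: Nile Red retained in pooled yeast measured as flow cytometry median fluorescence; 0% = buffer negative control and 100% = Enniatin B positive control; higher means more Nile Red kept so more efflux inhibition; some compounds called inactive have numbers as strong as hits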
# VLA-4 inh: inhibition in human VLA-4 binding assay, primary screen, VLA-4 allosteric modulator project, MLPCN library, flow cytometry, VLA-4 expressing cells. ligand binding flow cytometry. inhibition, % (about 7 µM as worked out from the volumes in the protocol). 330,000 tested, 0.2% active. AID 2557, 2010; in the data active means inhibition above about 50%
# PME-1 inh: PME-1 inhibitors via competitive probe labeling, primary screen, biochemical, fluorescence polarization, FP-Rh probe, HTS; Protein phosphatase methylesterase 1 (Homo sapiens), Q9Y570; recombinant PME-1; inhibition, % at 5.9 µM; 320,000 tested, 0.53% active; AID 2130, 2009;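 active means inhibition above the campaign mean of all compounds plus 3 SD, cut at about 26% in these data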;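 further: competitive labeling of PME-1 active site by serine hydrolase directed probe; 0% = PME-1 with DMSO and 100% = wells lacking PME-1 enzyme; inhibitors block probe labeling so polarization falls and inhibition rises; many of its hits are not listed in these tables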
# MEX-5 binding: MEX-5 zinc finger RNA-binding disruptors – biochemical, C. elegans, fluorescence polarization, MLPCN library, primary screen; Zinc finger protein mex-5 (Caenorhabditis elegans), Q9XUB2; 300,000 tested, 0.38% active; MEX-5/FITC-TCR2 RNA binding; hits give low values; activity score (negative = inhibition of binding), % at 10 µM;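 active means inhibition past about -25% in most replicates, and total fluorescence under double the plate's negative control median, limit read from the data; inconclusive means replicates evenly split on the limit, or fluorescence at least double controls; inactive means too little inhibition in most replicates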;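 further: 0% = DMSO and -100% = 5 µM competing unlabeled TCR2 RNA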
# Target sequence (Q9XUB2 whole entry, looked up): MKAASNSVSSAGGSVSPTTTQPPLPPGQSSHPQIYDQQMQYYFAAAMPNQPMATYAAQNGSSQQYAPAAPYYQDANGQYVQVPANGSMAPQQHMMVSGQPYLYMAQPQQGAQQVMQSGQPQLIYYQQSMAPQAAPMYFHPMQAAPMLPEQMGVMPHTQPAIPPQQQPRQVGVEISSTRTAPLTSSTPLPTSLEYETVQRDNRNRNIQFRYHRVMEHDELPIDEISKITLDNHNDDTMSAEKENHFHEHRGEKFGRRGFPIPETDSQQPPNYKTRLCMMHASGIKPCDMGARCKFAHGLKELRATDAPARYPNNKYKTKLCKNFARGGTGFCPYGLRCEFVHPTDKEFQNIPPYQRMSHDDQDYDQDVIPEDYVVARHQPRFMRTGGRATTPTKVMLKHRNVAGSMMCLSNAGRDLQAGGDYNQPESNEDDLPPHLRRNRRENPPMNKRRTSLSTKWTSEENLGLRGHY
# Fam108B counter: mouse Fam108B serine hydrolase inhibitors, primary screen, counter-screen for RBBP9 inhibitor project, biochemical, fluorescence polarization | recombinant Fam108B, FP-Rh probe fluorescence polarization | AID 1947, 2009 | 300,000 tested, 0.33% active | inhibition, % at 9.51 µM;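 active means inhibition above the screen mean inhibition plus 3 SD, computed separately per campaign, cut at about 18% in these data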;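 further: inhibitors lower polarization as less probe binds the enzyme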
# BCLXL inh: inhibitors of human Bcl-xL, primary screen, biochemical, fluorescence polarization, HTS; Bcl-2-like protein 1 (Homo sapiens), Q07817; 320,000 tested, 0.7% active; AID 2129, 2009; GST-Bcl-xL / FITC-Bim BH3 peptide fluorescence polarization; inhibition, % at 10.9 µM;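 active means inhibition above the mean of all tested compounds plus 3 SD, cutoff set per campaign, cut at about 30% in these data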;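 further: 0% = DMSO wells and 100% = unlabeled Bim-BH3 peptide competitor; inhibitors lower millipolarization by displacing the labeled peptide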
# Target sequence (Q07817 whole entry, looked up): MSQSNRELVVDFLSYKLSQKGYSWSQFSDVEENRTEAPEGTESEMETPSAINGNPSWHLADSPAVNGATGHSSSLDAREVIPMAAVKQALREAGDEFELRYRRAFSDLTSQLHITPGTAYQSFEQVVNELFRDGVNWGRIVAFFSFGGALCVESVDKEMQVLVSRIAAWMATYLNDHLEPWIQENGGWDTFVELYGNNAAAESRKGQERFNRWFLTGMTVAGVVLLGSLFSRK
# GLD-1 RNA inh: GLD-1/TGE RNA complex disruptors, primary screen, biochemical, fluorescence polarization; Female germline-specific tumor suppressor gld-1 (Caenorhabditis elegans), Q17339; purified GLD-1 + fluorescein TGE RNA; inhibition, % at 5.96 µM; 320,000 tested, 0.44% active; AID 2280, 2010;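 active means percent inhibition above a per-plate cutoff, the plate mean of test compounds plus 3 SD, cut at about 30% in these data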;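 further: 0% = DMSO wells with GLD-1 and probe and 100% = wells lacking GLD-1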
# Active calls of the source: *; ? = inconclusive; · = not tested or not shown. Only part of the results is shown. The share of hits here may be higher or lower than overall.
SMILES,GRK2 aptamer HTS,MCL1 BIM primary,Efflux pump inh,VLA-4 inh,PME-1 inh,MEX-5 binding,Fam108B counter,BCLXL inh,GLD-1 RNA inh
CCCN1CCN(C(=O)c2ccc(CS(=O)c3ccc(F)cc3)o2)CC1 (stereo unspecified),0,4,0.0,-6,0,-0.3,2,8,6
Cc1nc2ccccc2n1CC(=O)OCC(=O)NC1CC1,0,-5,0.0,0,-1,1.7,-3,-1,5
COc1ccc(C(=O)NC2CCCc3c2cnn3-c2cc(F)cc(F)c2)c(OC)c1OC (stereo unspecified),0,10,0.0,5,-1,-1.5,-1,5,-4
CC(=O)N1c2ccccc2N(Cc2ccc([N+](=O)[O-])cc2)C(=O)C1(C)C,2,-6,0.1,-16,4,-0.9,1,-3,-4
NC(=S)C(c1ccccc1)c1ncc(C(F)(F)F)cc1Cl (stereo unspecified),3,8,-0.2,6,3,-0.8,1,3,-3
CCC(C)NC(=O)c1cn(CC)c2cc(N3CCN(C(=O)c4ccco4)CC3)c(F)cc2c1=O (stereo unspecified),0,-3,0.2,0,4,-0.2,-7,-2,-9
Cn1cc(CN2CCCC(C(=O)Nc3cccc(-n4cccn4)c3)C2)cn1 (stereo unspecified),1,-2,-0.1,5,-2,3.2,-1,6,6
O=C(CN1C(=O)NC(c2ccccc2)(c2ccccc2)C1=O)NC1CCS(=O)(=O)C1 (stereo unspecified),0,10,0.3,7,3,·,·,2,4
N#Cc1cc(C(=O)c2cc(Cl)ccc2O)cn(CC2CCCO2)c1=O (stereo unspecified),0,5,0.0,7,-4,0.1,4,8,3
CN1CCC(=NNC(=O)c2cn(-c3ccccc3)nc2-c2ccccc2)CC1,0,1,0.0,8,-25,0.3,-5,-3,0
CC(C)C(NC(=O)c1ccc(C(C)(C)C)cc1)C(=O)N1CCC(C(N)=O)CC1 (stereo unspecified),0,2,0.1,9,8,·,·,1,0
Nc1nccnc1C(=O)OCC(=O)Nc1ccc2[nH]c(=O)[nH]c2c1,0,14,-0.1,7,1,0.1,-1,5,-3

# Next section (6 carried over from the part before).
SMILES,GRK2 aptamer HTS,MCL1 BIM primary,Efflux pump inh,VLA-4 inh,PME-1 inh,MEX-5 binding,Fam108B counter,BCLXL inh,GLD-1 RNA inh
Cn1cc(CN2CCCC(C(=O)Nc3cccc(-n4cccn4)c3)C2)cn1 (stereo unspecified),1,-2,-0.1,5,-2,3.2,-1,6,6
O=C(CN1C(=O)NC(c2ccccc2)(c2ccccc2)C1=O)NC1CCS(=O)(=O)C1 (stereo unspecified),0,10,0.3,7,3,·,·,2,4
N#Cc1cc(C(=O)c2cc(Cl)ccc2O)cn(CC2CCCO2)c1=O (stereo unspecified),0,5,0.0,7,-4,0.1,4,8,3
CN1CCC(=NNC(=O)c2cn(-c3ccccc3)nc2-c2ccccc2)CC1,0,1,0.0,8,-25,0.3,-5,-3,0
CC(C)C(NC(=O)c1ccc(C(C)(C)C)cc1)C(=O)N1CCC(C(N)=O)CC1 (stereo unspecified),0,2,0.1,9,8,·,·,1,0
Nc1nccnc1C(=O)OCC(=O)Nc1ccc2[nH]c(=O)[nH]c2c1,0,14,-0.1,7,1,0.1,-1,5,-3
CC1C(=O)Nc2ccc(S(=O)(=O)NCCc3ccc(Cl)cc3)cc2NC1=O (stereo unspecified),0,9,0.1,2,1,-1.0,-6,0,-6
COC(=O)c1ccc(C(=O)Nc2cc(Cl)ccc2Cl)cc1NC(=O)c1ccccc1C,0,3,0.2,-5,-1,-2.2,-3,-3,-5
CC1(C)CC(=O)C(C2(O)C(=O)N(Cc3ccccc3)c3ccccc32)CO1 (stereo unspecified),4,10,0.0,7,-5,1.0,2,16,-1
Cc1cc(C)n(/N=C/c2ccccc2)c(=O)c1C#N,1,17,0.1,18,1,-0.8,-1,6,1
Cc1ccc2nc(NC(=O)CCNS(=O)(=O)c3ccc(Br)s3)sc2c1,1,5,-0.1,-2,-3,2.6,-5,3,8
O=C(/C=C/c1cccc(F)c1)NCc1ccc2c(c1)OCO2,3,0,0.5,-1,-6,-2.6,0,4,1
CCN(CC)C(=O)C(Oc1ccc(S(=O)(=O)N2CCCC2)cc1[N+](=O)[O-])c1ccccc1 (stereo unspecified),0,0,-0.1,3,15,0.8,3,5,0
CCc1cc(CC)c(/C=N/NC(N)=O)c(CC)c1,2,-1,0.1,-1,-4,1.2,-3,4,-1
COc1ccc(NC(=O)c2[nH]c(C)c(C(C)=O)c2C)cc1S(=O)(=O)Nc1ccc(Br)cc1,0,-1,-0.1,5,-18,-0.2,10,3,0
COc1ccc(NC(=O)[C@@H]2CCCN2S(=O)(=O)c2ccccc2F)cc1S(=O)(=O)N1CCCCC1,1,·,-0.3,0,·,·,·,·,5
COc1ccc(-c2cn[nH]c2-c2ccc(OCc3ccccc3F)cc2O)cc1OC,2,2,0.0,-3,6,-1.1,3,0,0
COC(=O)c1scc(S(=O)(=O)C(C)C)c1N/N=C(\C#N)C(=O)c1ccc(Cl)cc1,5,1,-0.1,27,6,-11,2,6,4
Nc1ncc(S(=O)(=O)c2ccc(Cl)cc2)c(N)n1,0,-3,0.0,18,-2,0.8,-5,2,-8
O=C(NCCS(=O)(=O)c1ccc(Br)cc1)c1ccccc1Cl,1,4,0.0,2,3,0.4,6,0,5
CCOC(=O)C1CCCN(C(=O)C2CCC(CNS(=O)(=O)c3ccc(NC(C)=O)cc3)CC2)C1 (stereo unspecified),2,1,-0.1,11,-1,-2.2,-4,2,8
CN(C)S(=O)(=O)c1cccc(CSc2cccc[n+]2[O-])c1,2,2,-0.1,-20,3,1.4,1,5,-4
CCOc1ccc(COC(=O)C2CC(=O)N(CCc3ccccc3)C2)cc1OC (stereo unspecified),0,11,0.3,1,4,·,·,5,5
CCOC(=O)CC1C(=O)NCCN1c1nc2c(C)cccn2c(=O)c1/C=C1\SC(=S)N(C(C)CC)C1=O (stereo unspecified),1,-58,-0.1,-354,-29,?,-5,-15,-66
N#CC1C(C#N)N2CCCN2C1c1ccc(Br)cc1 (stereo unspecified),0,3,0.1,25,-1,1.5,2,7,1
S=C(Nc1ccccc1Cl)N1CCC(c2ccccc2)C1 (stereo unspecified),0,5,0.1,-7,-6,2.5,10,1,18
CC1(C)Cc2ccccc2-c2n[nH]c(=S)n21,0,-2,0.0,9,5,-0.2,3,12,4
O=S(=O)(c1ccccc1)C1(S(=O)(=O)c2ccccc2)CCCC1,4,-5,0.1,2,-2,3.2,-3,-4,6
O=C(CCC(=O)Nc1ccc(F)cc1)N/N=C/c1ccc(O)cc1O,0,4,-0.1,1,-4,-0.8,3,8,3
CCCCn1c(SCC(=O)Nc2nnc(CC)s2)nc2ccccc2c1=O,2,-9,0.0,25,6,2.0,-2,-1,5

# Taken from above:
# GRK2 aptamer HTS with CN(C)S(=O)(=O)c1cccc(CSc2cccc[n+]2[O-])c1 : 2
# Efflux pump inh with CCOc1ccc(COC(=O)C2CC(=O)N(CCc3ccccc3)C2)cc1OC (stereo unspecified) : 0.3
# MEX-5 binding with S=C(Nc1ccccc1Cl)N1CCC(c2ccccc2)C1 (stereo unspecified) : 2.5
# GRK2 aptamer HTS with Nc1ncc(S(=O)(=O)c2ccc(Cl)cc2)c(N)n1 : 0
# PME-1 inh with O=S(=O)(c1ccccc1)C1(S(=O)(=O)c2ccccc2)CCCC1 : -2

# (listing goes on)
SMILES,GRK2 aptamer HTS,MCL1 BIM primary,Efflux pump inh,VLA-4 inh,PME-1 inh,MEX-5 binding,Fam108B counter,BCLXL inh,GLD-1 RNA inh
CCOC(=O)c1c(C)[nH]c(C(=O)OCC(=O)Nc2ccc(Cl)cn2)c1C,1,-3,0.0,-11,0,·,·,1,0
O=C(c1noc2c1CCCC2)N1CCC(CO)(Cc2ccccc2Cl)CC1,0,-3,0.3,6,-6,-3.3,-7,-2,-2
O=C(O)COc1cccc(/C=C2/SC(=S)N(Cc3ccccc3)C2=O)c1,2,25,-0.1,-10,-8,-2.3,-11,5,-3
COc1ccc(CN2CCOCC2)c(C)c1C,2,-2,-0.1,6,-5,1.1,4,-2,8
O=C(COC(=O)CCCN1C(=O)c2cccc3cccc(c23)C1=O)Nc1cccc(Br)c1,2,-12,0.0,-1,18,2.9,11,2,10
CCOC(=O)C(C)On1c(-c2ccccc2)nc2ccc([N+](=O)[O-])cc21 (stereo unspecified),0,2,-0.1,-4,27*,-0.5,3,5,8
COc1ccc(N2CCN(C(CNC(=O)C(C)(C)C)c3ccco3)CC2)cc1 (stereo unspecified),0,-5,0.1,6,1,2.5,-1,-1,-2
CC1=NN(C(=O)Cn2ccc([N+](=O)[O-])n2)C(O)(C(F)(F)F)C1 (stereo unspecified),0,0,0.4,22,3,-2.7,-4,0,3
O=C(OCCN1C(=O)c2ccccc2C1=O)c1ccco1,0,3,0.0,5,-1,1.3,0,6,4
O=C(CN1C(=O)NC2(CCCC2)C1=O)N1CCN(c2ccccc2Cl)CC1,0,-2,-0.1,9,-7,1.0,-4,6,1
CC(C)Cc1nnc(NC(=O)CCC(=O)NC2CCCc3ccccc32)s1 (stereo unspecified),0,1,-0.2,-4,5,-1.3,0,-2,6
COc1cccc(OCc2cc(/C=N/NC(=O)c3ccn[nH]3)ccc2OC)c1,0,-2,0.0,8,-18,5.0,-10,-5,-8
O=C(Nc1cccnc1)C1CCCN(S(=O)(=O)c2cccc3nsnc23)C1 (stereo unspecified),0,3,0.1,0,-4,-0.5,-1,2,-10
CN(C)/C=N/c1c(C#N)cnn1-c1nc2ccccc2s1,5,3,-0.1,-4,-1,0.9,-4,3,3
Cc1ccc2c(c1)C=CC(C)N2C(=O)c1ccccc1 (stereo unspecified),1,-11,0.0,-1,4,-1.4,-1,-5,-9
COc1cccc(/C=C/C(=O)c2cccc([N+](=O)[O-])c2)c1,2,-2,0.5,19,2,2.2,-1,1,-4
COC(=O)c1ccc(C(NC(=O)OCc2ccccc2)/C(C)=C/[C@@H](C)C(=O)NCc2ccc(-c3ccccc3)cc2)cc1 (stereo partly specified),2,-8,0.2,4,-16,2.3,-15,3,5
CC(=O)O[C@H]1CC[C@@]2(C)C(=CC[C@H]3[C@@H]4CC[C@H](C5(C)OCCO5)[C@@]4(C)CC[C@@H]32)C1,0,-2,-0.2,-7,0,-2.8,0,3,6
